HSP90 refold inh – inhibitors of HSP90 luciferase refolding in rabbit reticulocyte lysate; luciferase refolding luminescence, 3 h; inhibition, % at 5.6 µM; 290,000 tested, 0.91% active;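 active means inhibition above the screen-wide mean plus 3 SD, computed separately per campaign, cut at about 16% in these data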;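 further: 0% = DMSO wells and 100% = 60 µM geldanamycin wells; inhibitors lower the luminescence because luciferase stays unfolded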
AI-2 QS mod – modulates the Vibrio harveyi AI-2 quorum sensing system. Vibrio harveyi JMH597 AI-2 luminescence/OD600 ratio, 9 h; hits give low values; strain lacks LuxN and CqsS sensors; 0 = neutral-control median. activity change, % at 7.5 µM. 300,000 tested, 0.4% active. AID 2094; in the data active means activity change below about -75%, passing the limit was not always enough;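 further: luminescence divided by OD600 gain over 9 h not by final OD600 alone; inactives centre near 13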
GSK3A inh – inhibitors of human GSK-3 alpha kinase; P49840; ADP-Glo luminescence, 60 min; inhibition, % at 10 µM; 320,000 tested, 0.1% active;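 in the data active means inhibition above about 50%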;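 further: GST-tagged GSK-3 alpha with peptide substrate and 25 µM ATP; 0% = DMSO neutral wells and 100% = GW8510 positive control wells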
KLF5 inhibitor – kruppel-like factor 5 inhibition; DLD-1 KLF5 promoter-luciferase reporter, luminescence; 290,000 tested, 0.23% active; inhibition, % at 5 µM; AID 1700;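 active means inhibition above a per-plate limit of that plate's mean compound inhibition plus 3 SD, cut at about 60% in these data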;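 further: 0% = DMSO wells and 100% = LY294002 at 200 µM; higher means less KLF5 promoter-driven luciferase light; inactives centre near -14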
HSF-1 act – increases HSF-1 driven luciferase reporter signal; 300,000 tested, 1.7% active; activation, % at 9 µM; NIH3T3-HGL HSF-1 luciferase reporter, MG132, 8 h; 100% = twice DMSO control signal; AID 504408;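 active means mean replicate activation of at least 50% with a set share of replicates each reaching 50%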;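 further: 0% = median of the neutral control wells and 100% = twice that signal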
HSF1 inhib – HSF1 inhibition. NIH3T3-HGL HSE-luciferase, MG132-induced, luminescence 8 h; hits give low values. activity change, negative = inhibition, % at 7.5 µM (by protocol). 300,000 tested, 0.77% active. AID 2098;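 active means more than half of replicate wells show activity change below -50%, luminescence cut by over half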;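 further: luciferase reports HSF-1 transcriptional activity via heat shock element; 0% = median of DMSO wells and -100% = zero luminescence signal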
aSyn UTR inh – MLPCN primary screen, SNCA 5' untranslated region; alpha-synuclein 5'UTR reporter, inhibitor activity; inhibition, % (tested at 7.5 µM); 300,000 tested, 0.82% active; AID 1813; in the data active means inhibition above about 60%;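 further: H4 neuroglioblastoma cells stably carrying SNCA 5'UTR luciferase fusion; 0% = DMSO wells and 100% = positive control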
GSK3beta inhib – human GSK3beta kinase inhibition; P49841; GST-GSK3beta kinase, ADP-Glo luminescence, 60 min; hits give low values; activity score (negative = inhibition), % at 10 µM; 300,000 tested, 0.038% active;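 active means more than half of replicate wells score below -50%, meaning over 50% inhibition versus plate controls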;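 further: 0% = median DMSO wells and -100% = median GW8510 positive control wells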
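Assay system: GST-tagged human GSK3beta kinase, cell-free; Input: 1.6 ng GSK3beta; Medium: Tris/MgCl2 kinase buffer; Timing: 60 min enzyme reaction, room temperature; Signal: ADP-Glo luminescence quantifying ADP generated by kinase; Evaluation: score relative to plate controls; Benchmarks: DMSO neutral wells and GW8510 at 20 µM as positive.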
HIF act – HIF pathway transcriptional activation | 300,000 tested, 0.32% active | activation, % at 7.5 µM (by protocol) | U2OS HRE-luciferase reporter, luminescence; normalized: DMSO 0%, desferrioxamine 100%;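 active means mean activation of at least 10% of the iron chelator positive control signal, with at least half of replicates also reaching 10%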
IEC-6 tox – kills IEC-6 intestinal cells in KLF5 counter-screen | IEC-6 cytotoxicity, luminescence viability | inhibition, % at 5 µM | 290,000 tested, 0.78% active | AID 1825; in the data active means inhibition above about 22%;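 further: 0% = plate median of test compound wells and 100% = cytotoxic reference compound wells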
The depositor's hits bear a star; nt = not tested or not shown.

SMILES	HSP90 refold inh	AI-2 QS mod	GSK3A inh	KLF5 inhibitor	HSF-1 act	HSF1 inhib	aSyn UTR inh	GSK3beta inhib	HIF act	IEC-6 tox
COc1ccc(NC(C)C(=O)Nc2ccc(C(C)(C)C)cc2)cc1Cl (stereo unspecified)	4	47	-1	-29	32	9	-19	1	2.3	2
O=C(CSCc1n[nH]c(=O)[nH]1)NCCOc1cccc(Oc2ccccc2)c1	3	33	-1	-34	10	9	-4	1	0.0	5
CCOC(=O)c1c(C)[nH]c(C)c1C(=O)COC(=O)c1cccc(S(=O)(=O)N(CC)CC)c1	1	25	nt	-3	4	1	6	1	0.2	0
COc1ccc(-c2nc(-c3ccccc3)ncc2S(C)(=O)=O)cc1	-2	15	3	-1	-15	-12	13	2	0.0	-5
COc1ccc(C(=O)Nc2ncc3c(n2)CC(c2ccco2)CC3=O)cc1 (stereo unspecified)	1	13	0	-12	9	0	9	4	0.0	0
Cc1ccc2oc(=O)c3cc(C(=O)N4CCN(C)CC4)sc3c2c1	-7	15	0	-9	16	5	-12	-2	0.1	-3
CCCc1cc(=O)[nH]c(SCC(=O)N2N=C(c3ccc(Cl)cc3)CC2c2ccco2)n1 (stereo unspecified)	4	10	-3	-3	17	1	-7	1	0.2	9
O=C(CN1CCCCCC1)Nc1cccc([N+](=O)[O-])c1	6	0	2	-26	-14	-6	5	-2	0.4	8
COC(=O)C1=C(C)NC(=O)NC1c1ccsc1 (stereo unspecified)	3	11	0	-11	1	0	-5	3	-0.5	6
COc1cc(/C=N/N=C/c2c[nH]c(=O)c(C#N)c2Nc2ccccc2)ccc1O	-1	5	1	-4	5	-3	22	0	-0.4	0
COc1ccc(-c2ccc(=O)n(CC(=O)NCc3ccco3)n2)cc1	2	28	-6	3	-4	-2	-16	-2	0.0	4
Cn1c(=O)n(C)c2cc([N+](=O)[O-])c(N3CCN(C(=O)C(C)(C)C)CC3)cc21	-3	14	-1	-14	9	-2	12	-4	-0.8	-6
O=C(Nc1ccc(N2CCOCC2)cc1)C1CC(=O)N(c2ccc(Cl)cc2)C1 (stereo unspecified)	5	4	-2	13	4	1	-19	0	-0.1	-4
COc1cc(/C=C/C(=O)OCC(=O)N2CCOCC2)ccc1OCC#N	-2	58	0	-11	-6	-4	-11	2	-0.2	-4
O=C(Nc1oc2ccccc2c(=O)c1-c1ccc(Br)cc1)c1ccco1	1	14	0	-40	11	-4	-8	2	1.8	4
Nc1cc(Nc2ccc(Br)cc2)nc(N)n1	5	-96*	1	-20	-9	-5	-149	-2	-0.1	7
O=C(Nc1nc(-c2ccc(Cl)cc2)cs1)C1CCCO1 (stereo unspecified)	0	21	-3	-98	33	16	-90	1	3.8	-5
CCCNC(=O)Nc1ccc2c(c1)N(C)C(=O)c1ccccc1S2	1	11	-2	-15	10	-2	9	-1	-0.7	4
CC1(C)CC(=O)C/C(=N\NC(=O)c2cccs2)C1	7	9	-2	-20	-25	-12	-6	-20	0.4	3
O=C(c1ccc(Cl)nc1)N1CCN(S(=O)(=O)c2ccccc2)CC1	6	2	0	-13	-8	-2	9	1	-0.4	2
COc1ccc(C2CC(c3ccc(F)cc3)Nc3nc(N)nn32)cc1 (stereo unspecified)	-6	5	nt	-7	-7	-3	-5	-2	0.0	-4
O=c1cc(COc2ncnc3c(Cl)cc(Cl)cc23)nc2sccn12	-3	-4	-5	-12	-5	-4	13	1	0.0	0
CCOc1ccc(C(=O)Cc2cc(OC)c(OC)cc2[N+](=O)[O-])cc1	-2	19	6	-20	7	2	-80	1	0.4	-2
Cc1cccc(N(C)C(=O)c2coc(=O)c3ccccc23)c1	-3	0	1	5	-3	-3	-2	-2	2.0	-4
Oc1ccc(Cl)cc1CNc1cccc2cccnc12	27*	2	-3	-8	38	31	-7	0	-1.3	21

Reformatted: results already given.
Values run as follows: HSP90 refold inh	AI-2 QS mod	GSK3A inh	KLF5 inhibitor	HSF-1 act	HSF1 inhib	aSyn UTR inh	GSK3beta inhib	HIF act	IEC-6 tox
> O=C(Nc1ccc(N2CCOCC2)cc1)C1CC(=O)N(c2ccc(Cl)cc2)C1 (stereo unspecified)
→ 5	4	-2	13	4	1	-19	0	-0.1	-4
> CC1(C)CC(=O)C/C(=N\NC(=O)c2cccs2)C1
→ 7	9	-2	-20	-25	-12	-6	-20	0.4	3

Back to the main list, starting 3 compounds before the break.
SMILES	HSP90 refold inh	AI-2 QS mod	GSK3A inh	KLF5 inhibitor	HSF-1 act	HSF1 inhib	aSyn UTR inh	GSK3beta inhib	HIF act	IEC-6 tox
CCOc1ccc(C(=O)Cc2cc(OC)c(OC)cc2[N+](=O)[O-])cc1	-2	19	6	-20	7	2	-80	1	0.4	-2
Cc1cccc(N(C)C(=O)c2coc(=O)c3ccccc23)c1	-3	0	1	5	-3	-3	-2	-2	2.0	-4
Oc1ccc(Cl)cc1CNc1cccc2cccnc12	27*	2	-3	-8	38	31	-7	0	-1.3	21
COCCn1nnnc1CN1CCOCC1	-1	7	5	-1	14	2	-7	-4	0.3	1
CCOc1ccc(NC(=O)CN(C)C(=O)CCCn2c(=O)oc3ccccc32)cc1OCC	nt	nt	3	nt	3	-1	6	nt	-0.5	nt
CS(=O)(=O)Nc1ccc(C2=NN(S(=O)(=O)c3ccc(F)cc3)C(c3ccco3)C2)cc1 (stereo unspecified)	0	15	1	11	-1	5	-8	4	-0.4	2
CCOC(=O)c1c(C)n(CC(O)c2ccccc2)c2ccc(O)cc12 (stereo unspecified)	-2	9	3	-15	3	-4	13	0	-0.2	2
COc1ccc(CN2CCc3ccccc3C2)c(OC)c1OC	5	19	-1	-3	1	-9	9	4	0.1	-2
O=S1(=O)C=C(SCCN2CCCCC2)c2ccccc21	3	-10	-1	9	2	-4	-60	2	1.1	4
COc1ccc(CC(=O)Nc2cc(S(=O)(=O)N3CCCCC3)ccc2N2CCN(C)CC2)cc1	1	4	-1	-5	4	7	-9	-5	-0.4	5
COc1cc(NC(=O)c2cc([N+](=O)[O-])ccc2NC(=O)CN2CCN(c3ccccn3)CC2)cc(OC)c1	1	42	-1	21	-14	-14	50	1	-0.5	-2
COc1cccc(C(CC(=O)NCCN2CCOCC2)NS(=O)(=O)c2ccc(C)cc2)c1OC (stereo unspecified)	-1	0	nt	-25	8	3	-3	4	-0.4	-10
Cn1c(-c2ccc(Br)o2)nc2cc(Br)ccc21	5	24	1	-186	nt	nt	nt	-5	nt	7
Cn1nccc1C(=O)N1CCN(c2ncccn2)CC1	3	7	1	-24	-8	-7	-10	0	-0.1	1
Cc1cc[n+](-c2[nH]c(=O)sc2/C=N/N=C(\[O-])c2ccncc2)cc1	-5	2	3	-12	-6	-9	-18	2	-0.2	-4
COc1ccc(-c2ccccc2NC(=O)C2CCCN(Cc3ccco3)C2)cc1 (stereo unspecified)	1	12	0	-4	-17	-3	-4	1	-0.6	-2
CC1CN2C(c3ccc(Cl)cc3)=CSC2=N1 (stereo unspecified)	1	18	0	-12	-3	-4	-29	3	-17	2
CCOC(=O)Nc1ccc(OC)cc1S(=O)(=O)N1CCCCC1	0	23	2	-9	21	0	-3	0	-0.5	-1
Cc1ccc(S(=O)(=O)N2CCCC2C(=O)OCc2nc3ccccc3s2)cc1 (stereo unspecified)	-2	20	-23	-17	-8	-4	-10	2	-0.1	3
CSc1cccc(CN2CCC(CO)(Cc3cccc(C(F)(F)F)c3)CC2)c1	-5	7	-2	10	10	-4	5	-3	-2.4	-2
COc1cccc(F)c1C(=O)NC(=O)Nc1ccc2nc(C)oc2c1	1	nt	3	-41	11	-2	-4	1	-0.7	-4
COc1ccc(NC2CCCN(C(=O)CCC3=NNC(=O)CC3)C2)cc1 (stereo unspecified)	1	7	-2	-13	-9	-3	4	2	0.0	2
COc1cc(CC(=O)OC2CCOC2=O)cc(OC)c1OC (stereo unspecified)	0	17	-1	-19	-7	-3	13	-4	-0.4	-13
CCCN(CCC)Cc1c(C(=O)N/N=C/c2ccoc2)nnn1-c1nonc1N	-1	37	72*	-4	-9	-8	1	-58*	0.0	-2
CCn1c(=O)c2cc(C(=O)NCCN(C)C)sc2c2ccccc21	-2	4	2	-17	-6	1	-53	-2	0.3	11
COc1ccc(S(=O)(=O)NCCCCCC(=O)O)cc1C(=O)O	-2	4	-2	-16	-12	-9	17	-1	-0.3	-5
C=CCC(CC=C)(C(N)=O)c1ccccc1	2	28	-2	-22	14	7	35	1	-0.7	-4
O=C(NN1CCOCC1)c1ccc(Br)s1	-1	20	4	0	-5	9	-1	-5	0.5	0
Later entries:
SMILES	HSP90 refold inh	AI-2 QS mod	GSK3A inh	KLF5 inhibitor	HSF-1 act	HSF1 inhib	aSyn UTR inh	GSK3beta inhib	HIF act	IEC-6 tox
OCC[C@@H]1C[C@@H](O)[C@H](O)[C@@]2(OCCc3ccccc32)O1	-3	4	-1	-7	-20	-5	3	-6	-2.0	0
CCOc1ccc(S(=O)(=O)N(CC(=O)Nc2cc(C)on2)Cc2ccccc2Cl)cc1	3	13	1	37	-12	-3	-17	3	-0.4	6
O=C(CNC(=S)N(Cc1ccc(F)cc1)C1CCCCC1)NC1CC1	2	18	1	-1	-4	5	20	2	-0.2	5
Cc1cc(C)c(OCC(=O)Nc2ccc(NC(=O)c3ccco3)cc2)c([N+](=O)[O-])c1	-6	nt	2	-9	nt	nt	nt	nt	nt	-6
CCC(C)(C)C(=O)O[C@H]1C[C@@H](C)C=C2C=C[C@H](C)[C@H](CC[C@@H]3C[C@@H](O)CC(=O)O3)[C@H]21	-4	4	0	-10	-7	0	31	2	-0.9	16
CCCOC(=O)c1ccc(NC(=O)c2ccccc2OC)cc1	2	6	0	-32	32	4	-75	-3	0.5	6
Nc1nnnn1/N=C/c1ccccc1C(F)(F)F	-2	19	1	3	17	-6	8	1	-0.2	-4
COC(=O)c1sccc1NC(=O)CC1NCCNC1=O (stereo unspecified)	4	22	1	-2	11	0	22	-1	-0.4	2
COc1cccc(N(C(=O)CNC(=O)c2ccco2)C(C(=O)NC2CCCC2)c2ccncc2)c1 (stereo unspecified)	2	13	-3	-25	3	8	-1	-3	-1.1	-4
NC(=O)c1ccc(Oc2ccc3ccc(=O)oc3c2)c([N+](=O)[O-])c1	1	36	1	-32	-7	-5	-4	1	-0.4	0
Cn1c(=O)c2c(SCC(=O)Nc3cccc(F)c3)nc(-c3ccco3)nc2n(C)c1=O	0	27	-4	-46	-7	-2	-20	2	-2.4	-2
N#CC1=C(N)Oc2cc(N)ccc2C1c1cc(Br)cs1 (stereo unspecified)	-5	19	2	1	6	2	-75	2	1.5	24*
CCc1ccc(NC(=O)CSc2nc3n[nH]c(C)c3c(=N)n2-c2cccc(OC)c2)cc1	2	16	-4	4	69*	40	41	0	0.1	1
COc1cc(C)c(Cl)cc1S(=O)(=O)n1ccnc1C	5	2	2	-8	2	-5	-34	5	0.1	1
O=C(Nc1nnc(-c2ccccc2)s1)c1ccc(F)cc1	-1	18	-1	6	25	12	-89	2	4.0	-2
COc1ccc2[nH]c(=O)c(CN(Cc3ccco3)C(c3nnnn3Cc3ccccc3)C(C)C)cc2c1 (stereo unspecified)	0	15	5	-11	30	3	-22	4	0.9	4
COc1ccccc1CNC(=O)CSC1=NCCS1	3	-8	-4	-20	10	18	-47	-3	0.8	-9
CN(C1CCCCC1)S(=O)(=O)c1cc2c3c(c1)CCN3C(=O)CC2	nt	9	-3	nt	1	0	9	2	-1.4	nt
